Source: PubChem (several laboratories)
Mcl1 Bid PPI – Mcl-1/Bid interaction inhibition | Q07820 | TR-FRET Mcl-1/Bid-Dy647 peptide binding, 1536-well | inhibition, % at 21.7 µM | actives 0.97% (n = 220,000);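 active means compounds that cut the binding signal by more than half at the single screening dose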;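 further: His-tagged Mcl-1 with europium anti-His antibody binding Bid BH3 peptide; 0% = Mcl-1 plus peptide wells and 100% = peptide-only wells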
Target sequence (Q07820 whole entry, looked up): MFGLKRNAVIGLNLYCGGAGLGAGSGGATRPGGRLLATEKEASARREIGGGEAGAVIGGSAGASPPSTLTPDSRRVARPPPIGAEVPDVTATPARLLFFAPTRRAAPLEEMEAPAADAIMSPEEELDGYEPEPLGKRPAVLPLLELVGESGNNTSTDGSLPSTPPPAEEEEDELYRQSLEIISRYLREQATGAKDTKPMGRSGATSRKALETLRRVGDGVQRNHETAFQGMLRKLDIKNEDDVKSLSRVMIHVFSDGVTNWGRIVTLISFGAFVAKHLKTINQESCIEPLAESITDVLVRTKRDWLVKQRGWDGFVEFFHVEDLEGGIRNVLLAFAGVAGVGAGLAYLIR
Avidin bead fluor – avidin bead compound fluorescence profile; Avidin beads, compound fluorescence 488/530 nm, flow cytometry; hits give high values; actives 0.38% (n = 220,000); fluorescence (KMESF) at 10 µM; in the data active means fluorescence above about 47; further: inactives centre near 10
GSH fluor – compound fluoresces at 488/530 nm on GSH beads; fluorescence (KMESF) at 10 µM; GSH beads flow cytometry, compound fluorescence 488/530 nm; hits give high values; AID 1776; actives 0.25% (n = 190,000); in the data active means fluorescence above about 89;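 further: glutathione beads carrying GST-tagged Bcl family fusion proteins plus one bare bead set; values are compound well signal with DMSO vehicle wells as background; inactives centre near 16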
Rac1 act GTP bind – human Rac1 activated mutant GTP binding change; percent activity (GTP binding), % at 10 µM; GST-Rac1 activated beads, fluorescent GTP binding, flow cytometry; actives lie on both sides; 100% means binding = to untreated wells; AID 764; actives 0.11% (n = 190,000);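 active means GTP binding at least 20 percentage points away from the 100% baseline, in either direction, so actives lie on both sides; inconclusive means Compound likely fluorescent itself, or too few beads counted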
Rac1 wt modul – alters GTP binding to wildtype human Rac1; P63000; GST-Rac1 beads, fluorescent GTP binding, flow cytometry; actives lie on both sides; 0 = cold GTP competed, 100 = untreated; GTP binding activity (% of control), % at 10 µM; actives 0.27% (n = 190,000);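 active means GTP binding activity at least 20 points away from the 100% control level, either lower or higher; inconclusive means compound flagged as likely green fluorescent, judged across all proteins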
HRas wt GTP bind – human HRas wildtype GTP binding, change in either direction; P01112; GST-Ras wt beads, Bodipy-FL-GTP binding, flow cytometry; actives lie on both sides; GTP binding activity, % at 10 µM; actives 0.14% (n = 190,000); AID 759;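 active means GTP binding activity at least 20% away from the 100% baseline, either lowered as inhibitor or raised as activator; inconclusive means flagged as likely green fluorescent, judged across all proteins in the well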;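 further: 0% = unlabeled GTP competition control and 100% = no-compound control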
Target sequence (P01112 whole entry, looked up): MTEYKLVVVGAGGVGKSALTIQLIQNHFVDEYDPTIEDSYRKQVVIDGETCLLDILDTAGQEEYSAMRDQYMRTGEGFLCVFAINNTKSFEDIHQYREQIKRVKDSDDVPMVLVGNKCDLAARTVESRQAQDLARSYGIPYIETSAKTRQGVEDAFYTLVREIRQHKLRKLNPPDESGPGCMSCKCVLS
Cdc42 wt GTP – modulators (inhibitors or activators) of GTP binding to human Cdc42 wildtype; actives 0.2% (n = 190,000); AID 761; GST-Cdc42 beads, Bodipy-GTP binding, flow cytometry; actives lie on both sides; P60953; percent activity (GTP binding), % at 10 µM;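 active means percent activity GTP binding at least 20 points away from the 100% baseline, either down as inhibitor or up as activator; inconclusive means compound flagged as likely green fluorescent from well-wide comparison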;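 further: median bead fluorescence of bound Bodipy-FL-GTP at 100 nM; 0% = excess unlabeled GTP control and 100% = no compound control; below 100% means less GTP binding so inhibitor and above means activator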
Target sequence (P60953 whole entry, looked up): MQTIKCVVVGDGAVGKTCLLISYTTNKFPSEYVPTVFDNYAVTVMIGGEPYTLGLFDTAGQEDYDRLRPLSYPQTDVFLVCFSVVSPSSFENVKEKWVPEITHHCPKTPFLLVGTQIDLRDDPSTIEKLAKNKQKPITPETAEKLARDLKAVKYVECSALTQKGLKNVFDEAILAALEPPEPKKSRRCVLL
Rab7 wt modul – modulators of GTP binding to dog Rab7 wildtype GTPase; GTP binding activity (percent of control), % at 10 µM; actives 0.055% (n = 190,000); GST-Rab7 beads, fluorescent GTP binding, flow cytometry; actives lie on both sides; untreated = 100%, excess cold GTP = 0%;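 active means fluorescent GTP binding to Rab7 beads changed by at least 20 points from the 100% baseline, either direction, mostly lower; inconclusive means compound itself probably fluorescent, or too few beads counted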;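 further: median green fluorescence of bound Bodipy-FL-GTP per Rab7 bead population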
Rab2 wt GTP – changes GTP binding to wildtype dog Rab2A, up or down | actives 0.19% (n = 190,000) | GST-Rab2 wt beads, Bodipy-GTP binding, flow cytometry | GTP binding activity, % at 10 µM;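 active means GTP binding activity at least 20 points away from 100%, either lowered or raised; inconclusive means signal likely due to the compound's own green fluorescence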;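 further: 0% = beads with excess unlabeled GTP and 100% = no-compound control corrected for plate trend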
Mcl1 Noxa PPI – Mcl-1/Noxa interaction inhibition; Q07820; TR-FRET Mcl-1/Noxa peptide binding, 2 h; inhibition, % at 21.7 µM; actives 1.5% (n = 220,000); AID 1022;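 active means compounds that cut the protein-peptide binding signal by more than 50% relative to plate controls in a single-dose test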;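 further: His-tagged Mcl-1 with rhodamine Noxa BH3 peptide and terbium anti-His antibody; 0% = Mcl-1 plus Noxa peptide wells and 100% = peptide-only wells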
Pf gametocyte – inhibitors of late stage P. falciparum gametocyte viability; P. falciparum stage V gametocytes, ATP luminescence, 24 h; inhibition, % at 10.9 µM; actives 0.065% (n = 150,000);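 active means inhibition above the mean plus 3 SD of compounds within the control limits, set per campaign, cut at about 38% in these data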;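 further: 0% = DMSO wells and 100% = medium only without gametocytes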
Numbers without * were called inactive; u = inconclusive; x = not tested or not shown.

Sequence of screens – Mcl1 Bid PPI	Avidin bead fluor	GSH fluor	Rac1 act GTP bind	Rac1 wt modul	HRas wt GTP bind	Cdc42 wt GTP	Rab7 wt modul	Rab2 wt GTP	Mcl1 Noxa PPI	Pf gametocyte
O=C(c1cc(-c2ccc(O)cc2)on1)N1CCCc2ccccc21
  -23	11	18	100	103	97	100	100	99	4	x
COC(=O)c1cc(OC)c(OC)cc1NC(=S)N1CCN(C/C=C/c2ccccc2)CC1
  -63	15	8	u	u	u	u	u	u	10	-18
COC(=O)CSCC(=O)Nc1nnc(-c2cccc(C)c2)s1
  -1	14	12	97	98	98	97	100	99	-10	8
NNC(=O)c1ccc2[nH]c3c(c2c1)CCCC3
  -4	6	18	96	104	95	97	98	98	20	-12
Cc1cccc(N2C(=O)CC(Sc3nc(C)c4c(n3)CCCC4)C2=O)c1 (centres undefined)
  -8	12	23	99	101	99	100	99	100	16	x
CC1=C(C#N)C(Nc2ccc(Cl)cn2)(C(F)(F)F)C(=O)N1 (centres undefined)
  3	7	21	99	101	102	104	99	102	20	14
CN(/N=C\c1ccc(O)c(O)c1)c1nc(-c2ccccc2)cc(-c2ccccc2)n1
  22	3	12	97	102	100	101	98	97	72*	-26
COc1ccc(OCC2c3cc(OC)c(OC)cc3CCN2C(=O)C(C)C)cc1 (centres undefined)
  -11	11	16	96	100	99	95	102	100	-1	12
Cc1ccc(S(=O)(=O)N(C)CC(=O)OCC(=O)N2CC(=O)Nc3ccccc32)cc1
  -27	12	20	95	98	96	95	95	96	1	8
Cc1cc(-c2ccccc2)nc(N2CCC(C(=O)NCc3ccccc3Cl)CC2)n1
  -8	6	18	94	100	96	97	96	93	-17	x
COc1ccc(CCNC(=O)CCC2COc3ccccc3O2)cc1OC (centres undefined)
  -28	30	13	95	97	98	99	93	94	29	-17
CCCCNC(=O)CCCCCn1c(=O)[nH]c2cc(C(=O)OC)ccc2c1=O
  -11	27	63	95	101	95	97	95	97	-5	8
Cc1c(C(=O)Nc2ccc(Br)cc2)cnn1C
  -13	2	6	106	101	103	101	98	99	3	-4
COCCNc1nc(SCc2ccccc2)nc2sc3c(c12)CCC3
  -16	23	10	97	98	101	99	102	99	7	-1
Cc1cccc2c1OCC/C2=N\NC(=O)COc1ccccc1Cl
  -44	21	55	99	110	101	100	100	98	-13	10
CC(C)(C)C(=O)CSc1nnc(-c2cccs2)n1CC1CCCO1 (centres undefined)
  -35	19	12	100	105	107	110	110	108	2	-5
COc1ccccc1OC(=O)CN1C(=O)c2ccccc2C1=O
  -1	7	41	97	106	102	101	101	98	-5	15
CNC(=S)N1CCN(CCNC2=CC(=O)CC(C)(C)C2)CC1
  -36	11	14	97	103	100	97	105	100	16	8
Cc1ccc(-n2nnc3c(=O)n(Cc4cccc(C)c4)cnc32)cc1
  -22	7	13	96	96	96	97	95	94	-10	x
Cn1c(SCC(=O)NC(C)(C)C)nnc1-c1ccc(C(C)(C)C)cc1
  13	25	24	98	100	99	97	102	101	9	x
CCN1CCN(c2nc(-c3cccnc3)nc3ccccc23)CC1
  39	36	10	100	105	102	104	98	103	66*	x
Brc1ccc(OCCCN2CCOCC2)cc1
  65*	6	49	101	106	103	104	100	103	8	x
CCC(=O)N1CCCc2cc(S(=O)(=O)N3CCC(N4CCCCC4)CC3)ccc21
  -18	25	24	96	99	96	98	97	98	-14	3
O=S1(=O)N=C(SCCO)c2ccccc21
  -20	6	28	100	105	101	105	102	100	16	-7
CCC(C)(C)NC(=O)C(c1cccn1C)N(Cc1ccccc1)C(=O)Cn1nnc2ccccc21 (centres undefined)
  -20	7	6	96	98	98	100	96	96	-10	x
CC(=O)n1c2c(c3ccccc31)OC(N)=C(C#N)C2c1cccc(Cl)c1Cl (centres undefined)
  -12	23	11	100	99	98	98	100	99	9	13
COc1ccccc1C1C(C(C)=O)=C(O)C(=O)N1CCc1ccccc1 (centres undefined)
  -46	10	9	94	103	102	99	103	99	-3	x
OCCNc1ccc(Cl)cc1
  -50	15	23	99	100	103	103	99	101	11	x
Cc1ccc(OCC(=O)Nc2ccc(Cl)cc2)c(-n2nc3ccccc3n2)c1
  15	10	8	96	95	98	97	100	99	-6	x
CC(=O)C(=[N+]=[N-])C(=O)NCc1ccccc1
  -25	9	19	102	107	100	104	102	102	-2	x
COc1cc([N+](=O)[O-])ccc1NC(=O)Nc1nc2c(s1)CCCC2
  12	12	11	99	101	102	99	102	101	46	17
Cc1csc(NC(=O)CCN2C(=O)c3ccccc3S2(=O)=O)n1
  3	27	22	100	106	102	101	102	102	4	x
COc1ccc([N+](=O)[O-])cc1NC(=O)Nc1cccc(Cl)c1
  12	11	22	100	107	103	105	101	99	34	8
O=C(/C=C/c1ccc(Cl)cc1)NCc1cccs1
  -8	14	9	100	99	98	103	96	97	0	-23
CC(=O)Nc1sc(C)c(C)c1CN1CCN(S(=O)(=O)c2ccccc2)CC1
  -6	6	29	100	100	99	104	101	99	15	x
COC(=O)c1oc2ccc(Br)cc2c1NC(=O)CCN1CCOCC1
  -48	5	27	103	107	104	105	103	102	-10	x
COc1ccccc1NC(=O)c1ccc(NC(=O)c2cc3c(s2)CCC3)cc1
  -21	13	19	95	99	96	101	96	98	-27	-8
CC(=O)C1=C(O)C(=O)N(Cc2cccnc2)C1c1ccc(C(C)C)cc1 (centres undefined)
  -8	5	26	97	96	94	94	95	94	13	-14
Cc1cc(C)nc(SCc2nnc(SCC(=O)N3CCCc4ccccc43)o2)n1
  -2	33	17	97	94	96	96	94	94	1	x
Cn1c(=O)oc2cc(S(=O)(=O)NC3CCCc4ccccc43)ccc21 (centres undefined)
  -7	7	20	100	107	101	100	100	101	14	x
CCOc1ccc(CCNC(=O)C2CCCN(c3nnc(-n4cccc4)s3)C2)cc1OCC (centres undefined)
  -33	33	14	99	104	99	101	97	98	14	x
O=C(CN(C(=O)Cn1nnc(-c2ccc(F)cc2)n1)c1ccc(F)c(Cl)c1)NCC1CCCO1 (centres undefined)
  1	11	24	91	98	96	94	95	94	-6	1
CCOC(=O)/C(C#N)=C/Nc1cc(OC)ccc1OC
  -2	4	9	99	102	100	104	99	99	6	8
CN(Cc1ccccc1)c1nnc(N)s1
  -20	7	13	98	104	102	101	103	103	4	x
Fc1ccc2[nH]c3c(N4CCN(C5CCCCC5)CC4)ncnc3c2c1
  -9	19	11	96	96	96	97	92	94	34	x
COc1ccc(-c2nnc(-c3cccnc3)o2)cc1OC
  -18	6	30	97	100	98	97	99	98	-11	x
Cc1ccccc1-c1nc(CN2CCC(C(=O)NCC3CCCO3)CC2)c(C)o1 (centres undefined)
  -39	7	46	95	99	98	98	95	95	-18	13
CS(=O)(=O)N(CC(=O)NCCc1ccccc1)C1CCCCC1
  -16	6	40	98	108	103	101	103	101	-1	6
Cc1ccc(/C=N/N=C2/NC(=O)C(CC(=O)Nc3ccc(Cl)cc3)S2)o1 (centres undefined)
  3	10	12	99	101	97	101	98	94	23	8
C=CCn1c(SC(C)C(=O)NCc2ccc3c(c2)OCO3)nnc1C1CCCCC1 (centres undefined)
  -37	30	11	99	96	97	101	92	97	8	x
CCOC(=O)Cn1c(N2CCOCC2)nc2c1c(=O)[nH]c(=O)n2C
  -22	12	29	97	97	97	98	101	100	22	x
O=C1c2ccccc2-c2ccc(C(=O)N3CCOCC3)cc21
  18	8	17	100	102	102	102	100	101	-1	x
Cc1ccc(-n2cc(C(C)(C)C)[nH]c2=S)cc1
  -61	11	58	102	102	103	106	96	104	-5	x
Cc1ccc(S(=O)(=O)NNC(=O)c2ccccc2O)cc1
  -46	12	12	98	101	99	99	102	99	30	5
O=C(N/N=C/c1ccc(-c2ccccc2[N+](=O)[O-])o1)c1cncc(Br)c1
  -17	83*	6	89	72*	84	89	89	83	21	14
CCC(C)(C)n1nnnc1C(c1cccs1)N1CCN(Cc2ccccc2)CC1 (centres undefined)
  38	5	37	99	105	101	100	102	99	22	17
Cc1cc(S(=O)(=O)N2CCN(c3ccccc3C)CC2)ccc1F
  -11	5	23	98	99	101	99	97	96	1	6
CC(=O)c1cccc(CN2CCCC(CCC(=O)NCc3ccc(F)c(F)c3)C2)c1 (centres undefined)
  -12	11	16	94	95	97	97	94	98	20	11
O=C(O)c1cc(NS(=O)(=O)c2ccc(NC3CCCCC3)c([N+](=O)[O-])c2)cc(C(=O)O)c1
  -27	11	10	94	98	100	96	105	99	7	-22
COC(=O)c1ccc(C(C(=O)NC2CCCCC2)N(Cc2ccc(F)cc2)C(=O)Cc2cccs2)cc1 (centres undefined)
  -12	15	5	98	101	99	99	94	99	-4	x

Next section:
Sequence of screens – Mcl1 Bid PPI	Avidin bead fluor	GSH fluor	Rac1 act GTP bind	Rac1 wt modul	HRas wt GTP bind	Cdc42 wt GTP	Rab7 wt modul	Rab2 wt GTP	Mcl1 Noxa PPI	Pf gametocyte
CC(C)CNC(=O)c1cc([N+](=O)[O-])ccc1N1CCCCC1
  -25	14	9	100	106	102	102	103	101	-5	-22
CCCN(CCC)CC(O)Cn1c2ccccc2c2ccccc21 (centres undefined)
  2	9	13	96	98	95	105	95	101	-12	-12
Cc1ccc(S(=O)(=O)N2CCOCC2)cc1C(=O)Nc1ccc(-c2cn3ccsc3n2)cc1
  -19	6	27	94	96	94	94	97	93	12	x
O=C(Oc1ccc(F)cc1C(=O)/C=C/c1cccs1)c1cccc([N+](=O)[O-])c1
  -14	6	13	99	102	102	103	100	100	-9	x
CCNC(=S)/N=C(\N)Nc1nc(C)c2cc(C)ccc2n1
  -49	7	15	95	93	94	95	97	96	12	15
O=C(CNc1cc(S(=O)(=O)N2CCCC2)ccc1OCC(F)(F)F)Nc1ccc(SC(F)F)cc1
  -2	11	12	101	104	101	100	102	99	7	-10
O=C1N(Cc2ccccc2)CCCC12CCCN(Cc1ccccc1)C2=O
  -14	17	21	100	104	101	102	95	100	-16	x

Part of the list above with just GSH fluor and Rab2 wt GTP.
SMILES | GSH fluor | Rab2 wt GTP
CCCN(CCC)CC(O)Cn1c2ccccc2c2ccccc21 (centres undefined) | 13 | 101
Cc1ccc(S(=O)(=O)N2CCOCC2)cc1C(=O)Nc1ccc(-c2cn3ccsc3n2)cc1 | 27 | 93
